Screens as filed in PubChem.
AI-2 QS modul = modulates the Vibrio harveyi AI-2 quorum sensing system | Vibrio harveyi JMH597 AI-2 luminescence/OD600 ratio, 9 h; hits give low values; strain lacks LuxN and CqsS sensors; 0 = neutral-control median | activity change, % at 7.5 µM | actives 0.4% (n = 300,000); in the data active = activity change below about -75%, passing the limit was not always enough; inconclusive = no clear call, values can overlap the other calls;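 also: luminescence divided by OD600 gain over 9 h not by final OD600 alone; inactives centre near 13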
HSP90 inh = blocks HSP90-mediated luciferase refolding in reticulocyte lysate. actives 0.91% (n = 290,000). inhibition, % at 5.6 µM. Rabbit reticulocyte lysate, luciferase refolding luminescence, 3 h;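 active = inhibition above the screen-wide mean plus 3 SD, computed separately per campaign, cut at about 16% in these data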;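 also: 0% = DMSO wells and 100% = 60 µM geldanamycin wells; inhibitors lower the luminescence because luciferase stays unfolded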
HSF1 activator = increases HSF-1 driven luciferase reporter signal. NIH3T3-HGL HSF-1 luciferase reporter, MG132, 8 h; 100% = twice DMSO control signal. activation, % at 9 µM. actives 1.7% (n = 300,000). AID 504408;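 active = mean replicate activation of at least 50% with a set share of replicates each reaching 50%; inconclusive = only one of those two conditions met; inactive = mean below 50% and too few replicates reaching it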;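 also: 0% = median of the neutral control wells and 100% = twice that signal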
HSF1 inhib = HSF1 inhibition; NIH3T3-HGL HSE-luciferase, MG132-induced, luminescence 8 h; hits give low values; activity change, negative = inhibition, % at 7.5 µM (by protocol); actives 0.77% (n = 300,000);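 active = more than half of replicate wells show activity change below -50%, luminescence cut by over half; inconclusive = some wells, but at most half, below -50%; inactive = no replicate well below -50%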;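 also: luciferase reports HSF-1 transcriptional activity via heat shock element; 0% = median of DMSO wells and -100% = zero luminescence signal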
GSK3 alpha inh = blocks human GSK-3 alpha kinase. inhibition, % at 10 µM. P49840. ADP-Glo luminescence, 60 min. actives 0.1% (n = 320,000);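 in the data active = inhibition above about 50%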;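 also: GST-tagged GSK-3 alpha with peptide substrate and 25 µM ATP; 0% = DMSO neutral wells and 100% = GW8510 positive control wells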
Platelet DG rel = platelet dense granule release activity; actives 0.22% (n = 300,000); inhibition, %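 (compounds screened at 7.5 µM in platelet-rich plasma)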; AID 1663; human platelet-rich plasma, SFLLRN dense granule ATP release, luminescence;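 active = mean replicate score, as percent of positive control, at or above 50; inconclusive = mean below 50 but at least one replicate at or above 50; inactive = mean and every replicate below 50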
HDAC3 inhib = inhibitors of human histone deacetylase 3; O15379; recombinant HDAC3, fluorogenic peptide/trypsin coupled, fluorescence; inhibition, % at 8.3 µM; actives 0.15% (n = 320,000); AID 2718; in the data active = inhibition above about 26%, passing the limit was not always enough; inconclusive = no clear call, values can overlap the other calls
Target sequence (O15379 whole entry, looked up): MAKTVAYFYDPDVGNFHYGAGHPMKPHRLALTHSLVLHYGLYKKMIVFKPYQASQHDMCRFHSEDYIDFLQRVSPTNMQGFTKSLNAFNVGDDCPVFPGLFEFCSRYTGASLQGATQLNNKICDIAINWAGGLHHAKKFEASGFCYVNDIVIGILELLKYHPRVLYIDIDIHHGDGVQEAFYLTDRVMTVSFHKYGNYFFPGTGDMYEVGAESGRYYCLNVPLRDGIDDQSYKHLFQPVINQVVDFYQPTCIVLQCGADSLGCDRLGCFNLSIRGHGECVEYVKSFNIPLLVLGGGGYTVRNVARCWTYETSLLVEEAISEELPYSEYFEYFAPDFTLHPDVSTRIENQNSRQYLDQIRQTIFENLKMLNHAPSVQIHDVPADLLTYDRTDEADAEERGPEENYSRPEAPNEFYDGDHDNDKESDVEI
PolyA inh = inhibitors of polyadenylation in S. cerevisiae; actives 0.02% (n = 300,000); calls only at 12 µM; S. cerevisiae SKY197-pL101 polyadenylation reporter, beta-gal luminescence; efflux-impaired pdr1/pdr3 knockout yeast; score 100 = 6 SD above DMSO;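 active = lowest replicate activity score at least 50, where 100 means six control SD above control mean; inconclusive = lowest score under 50 but half or more replicates reach 50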;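 also: yeast exposed to compound for 9 h at 30 °C; higher score means more reporter readthrough which indicates perturbed polyadenylation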
GSK3beta inhib = human GSK3beta kinase inhibition; activity score (negative = inhibition), % at 10 µM; actives 0.038% (n = 300,000); P49841; GST-GSK3beta kinase, ADP-Glo luminescence, 60 min; hits give low values;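 active = more than half of replicate wells score below -50%, meaning over 50% inhibition versus plate controls; inconclusive = some replicates but at most half score below -50%; inactive = no replicate scores below -50%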;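 also: 0% = median DMSO wells and -100% = median GW8510 positive control wells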
Target sequence (P49841 whole entry, looked up): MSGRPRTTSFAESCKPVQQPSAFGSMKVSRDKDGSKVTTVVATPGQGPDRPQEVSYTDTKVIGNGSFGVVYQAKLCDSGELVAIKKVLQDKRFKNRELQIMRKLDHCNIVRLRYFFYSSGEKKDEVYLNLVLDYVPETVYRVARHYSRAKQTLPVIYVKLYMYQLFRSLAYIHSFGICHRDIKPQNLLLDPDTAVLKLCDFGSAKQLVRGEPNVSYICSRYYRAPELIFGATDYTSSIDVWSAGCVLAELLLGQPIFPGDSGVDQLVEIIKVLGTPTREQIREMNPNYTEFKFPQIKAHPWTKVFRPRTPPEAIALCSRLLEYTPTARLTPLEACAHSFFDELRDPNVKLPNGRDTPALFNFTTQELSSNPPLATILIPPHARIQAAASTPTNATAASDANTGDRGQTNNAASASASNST
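test system = GST-tagged human GSK3beta kinase, cell-free | reagent = 25 µM ATP with peptide substrate | dosing = one dose of 10 µM per compound | schedule = 60 min reaction, RT | detection = luminescent ADP-Glo measurement of ADP formed | control set = DMSO neutral wells and GW8510 at 20 µM as positive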
Dyrk1A ADPGlo = Dyrk1A (rat) kinase inhibition; ADP-Glo luminescence, NFATc1 peptide; inhibition, % at 12.5 µM; actives 0.43% (n = 310,000); in the data active = inhibition above about 50%;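 also: plate controls were vehicle with enzyme for no effect and no enzyme for full effect; many of its hits are not listed in these tables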
* = called active by the depositor; i = inactive; ? = inconclusive; . = no result given; & = joins results of further samples. Only part of the results is shown (hit frequency here may not be typical).

SMILES	AI-2 QS modul	HSP90 inh	HSF1 activator	HSF1 inhib	GSK3 alpha inh	Platelet DG rel	HDAC3 inhib	PolyA inh	GSK3beta inhib	Dyrk1A ADPGlo
Cc1nn(-c2ccccc2)c(C)c1-c1nnc(C(F)(F)F)o1	19	2	-1	-7	-3	1	1	i	0	-2
CCC(C)c1ccc(OCc2ccc(C(=O)OC)o2)cc1 (stereo not drawn)	30	26*	3	-4	3	8	3	i	3	.
Cc1ccc2c(c1)CCCN2C(=O)Nc1ccc2c(c1)OCO2	3	0	0	-3	-2	-3	5	i	0	11
Cc1ccccc1CN1CCN(CC2CC3C=CC2C3)CC1 (stereo not drawn)	220	-3	13	5	0	-32	4	i	-2	2
COC(=O)CCCC1=CC2=C(c3ccccc3)C(=O)C(C)(OC(=O)C3CCCC3)C(=O)C2=CN1Cc1ccco1 (stereo not drawn)	31	.	-15	0	1	3	-4	i	1	.
C[C@H](NC(=O)[C@H]1N2C(=O)c3ccccc3C2SC1(C)C)C(=O)NCc1ccncc1 (stereo partly drawn)	29	1	-24	-3	2	-14	-4	i	-2	-5
O=c1[nH]c(Cc2ccccc2)nc2c1oc1ccccc12	30	2	.	.	0	-8	-6	i	-2	1
COc1ccc(CCNC(=O)CCc2cn(C)c3ccccc23)c(OC)c1OC	9	1	-2	-4	-2	-3	-1	i	-2	1
COC(=O)c1nn(-c2ccc(OC)cc2)c(=O)c2c(N)sc(C)c12	16	-4	2	3	-1	-6	10	i	-4	-8
CCC1(c2ccccc2)NC(=O)N(CC(=O)Nc2ccc3c(C)cc(=O)oc3c2)C1=O (stereo not drawn)	15	.	36	21	2	0	-72	i	1	.
Cc1cc(C(=O)N/N=C/c2cc(N=Nc3ccccc3)ccc2O)n[nH]1	30	1	-1	-3	0	-10	1	i	1	-5
COc1cc(NC(=O)c2cccs2)c(OC)cc1NC(=O)CCC(=O)Nc1cccc2ncccc12	2	2	-6	2	-1	-3	5	i	1	-2
COc1ccc(-c2nc(CS(=O)(=O)CC(=O)NCCc3ccccc3)c(C)o2)cc1	19	-4	3	2	0	11	2	i	0	-1
CCN(CC)CC(=O)Nc1ccc(Oc2ccc(NC(=O)CN(CC)CC)cc2)cc1	26	-1	-3	-5	2	0	-4	i	-3	0
O=C(CS(=O)CC(=O)Nc1cccc2c1CCCC2)Nc1ccc(F)cc1 (stereo not drawn)	36	2	8	0	-2	-1	3	i	-2	10
Cc1ccc(C(=O)NC(=S)Nc2ccc3c(c2)OCCO3)c(C)c1	33	4	9	-14	-7	33	3	i	-1	6
CC1CCc2c(nc3ncnn3c2N2CCN(c3ccccc3)CC2)C1 (stereo not drawn)	12	-1	-16	-2	-4	-10	0	i	-1	-8
O=C(COC(=O)c1cc(-c2ccccc2)nc2ccccc12)NCC1CCCO1 (stereo not drawn)	14	1	4	0	1	1	-2	i	1	-5
CCC(Oc1ccc(Cl)cc1)C(=O)N1CC(=O)Nc2ccccc21 (stereo not drawn)	44	-5	-8	0	1	3	1	i	0	-2
C=CCn1c(SCC(=O)Nc2ncc(Cc3cc(C(F)(F)F)ccc3Cl)s2)nnc1-c1ccncc1	34	4	-36	-22	-2	12	-1	i	2	0
Cc1cc(C)c(C)c(S(=O)(=O)NCCN2CCOCC2)c1C	13	-6	-2	0	-5	3	-18	i	-3	.
O=C(NCCC(=O)N1CCC2(CC1)NCCc1[nH]cnc12)c1cccc(C(F)(F)F)c1	17	-3	10	-4	0	13	-2	.	2	-4
CN(C)S(=O)(=O)c1cccc(NC(=O)COC(=O)CCC(=O)c2ccc(F)cc2)c1	-37	-5	3	6	-2	1	0	i	0	0
CC(=O)Nc1ccc(S(=O)(=O)NCc2ccc3c(c2)cc(C)n3C)cc1	22	-2	-5	-1	1	1	0	i	-1	-4
COc1ccccc1-c1nc(-c2ccccc2)[nH]c(=O)c1C#N	35	-1	-9	5	1	0	3	i	-3	3

Going on with the list:
SMILES	AI-2 QS modul	HSP90 inh	HSF1 activator	HSF1 inhib	GSK3 alpha inh	Platelet DG rel	HDAC3 inhib	PolyA inh	GSK3beta inhib	Dyrk1A ADPGlo
Cc1nc2cc(NC(=O)Nc3cccc4ccccc34)ccc2n1C	3	0	13	15	-2	-1	-5	i	0	-8
COCc1[nH]nc2c1C(c1ccnc3ccccc13)C(C#N)=C(N)O2 (stereo not drawn)	13	0	-13	0	-1	-11	3	i	1	3
O=C(CCCN=C1NS(=O)(=O)c2ccccc21)OCc1ccccc1	1	.	-3	6	-1	1	7	i	-4	12
COc1ccc(-c2nc(-c3ccccc3)[nH]c(=O)c2C#N)cc1	24	-2	4	-7	-2	1	-5	i	1	-7
COCC(C)n1c(COc2ccccc2F)nnc1SCC(=O)Nc1oc(C)c2c(C)n[nH]c(=O)c12 (stereo not drawn)	2	.	3	-1	-1	-4	4	i	-1	7
CC(=O)NC1C(OCc2ccccc2)OC(COC(C)=O)C(OC(C)=O)C1OC(C)=O (stereo not drawn)	15	1	-5	-8	0	5	-4	i	-1	2
O=C1N=C(N2CCOCC2)S/C1=C\c1ccc(OS(=O)(=O)c2ccccc2)cc1	23	2	42	13	-2	-2	3	i	1	4
COc1ccc(C(=O)Nc2ccc(OCC(F)(F)C(F)F)c(C(F)(F)F)c2)cc1OC	9	-6	-4	11	1	-1	?	i	1	-3
Cc1cc(C(=O)N/N=C2\CCCC(C)C2)n[nH]1 (stereo not drawn)	15	3	6	3	-1	-3	-5	i	3	2
COc1ccc(-c2coc3cc(O)ccc3c2=O)cc1OC	25	-3	10	11	-1	18	-6	i	1	-4
Cc1ccccc1OCCNC(=O)/C=C/c1ccccc1	-82*	1	-10	5	-1	-2	3	i	3	2
O=C(CS(=O)c1ccc(F)cc1)N1CCOCC1 (stereo not drawn)	-6	5	-6	7	-1	-7	-3	i	-2	1
COc1cccc(C2=NN(C(=O)c3ccc(C)o3)C(O)(C(F)(F)F)C2)c1 (stereo not drawn)	10	1	3	1	-1	-1	10	i	2	19
COc1ccccc1C(=O)NCCNC(=O)c1ccco1	11	-1	-2	-1	0	-1	1	i	-1	4
O=C(O)CSc1ccc2ccccc2n1	12	-2	12	-5	-10	15	4	i	3	-5
CCc1cc(C(=O)Nc2cc(S(=O)(=O)N(C)C)ccc2C)sc1C	17	-1	26	4	-4	-6	0	i	4	7
Nc1c(S(=O)(=O)c2ccccc2)c2nc3ccccc3nc2n1Cc1ccco1	16	2	13	9	3	-2	-59	i	3	-1
COCCNc1nnc(SC(C)C(=O)Nc2ccc(-c3nc4ccc(C)cc4s3)cc2)s1 (stereo not drawn)	47	5	4	-2	-4	3	-1	i	1	-2
OCc1cc(Br)ccc1OCc1nc2ccccc2s1	-6	4	71*	33	3	4	-1	i	0	1
O=C(COc1cccnc1[N+](=O)[O-])NCc1ccco1	9	-9	7	-13	.	4	4	i	0	-3
CCC(=O)NNc1ncnc2c1cnn2C	15	3	-24	2	-4	22	17	i	3	2
Cn1cccc1C(=O)OCC(=O)N1CC(=O)Nc2ccccc21	-4	-1	-46	-28	0	-4	-6	i	9	-9
COc1ccc(C)cc1NC(=O)C1CCN(S(=O)(=O)c2cccc3cccnc23)CC1	-8	2	12	-5	.	15	.	i	2	-4
CC(C)c1ccc(NC2CCCN(C(=O)c3ccc4nccnc4c3)C2)cc1 (stereo not drawn)	10	7	3	-1	.	5	.	i	1	-2
Cc1ccc(CS(=O)(=O)CCC(=O)NCc2ccccn2)cc1	49	1	4	-4	4	4	4	i	2	2

A different layout for part of the listing above:
AI-2 QS modul,HSP90 inh,HSF1 activator,HSF1 inhib,GSK3 alpha inh,Platelet DG rel,HDAC3 inhib,PolyA inh,GSK3beta inhib,Dyrk1A ADPGlo,Compound
3,0,13,15,-2,-1,-5,i,0,-8,Cc1nc2cc(NC(=O)Nc3cccc4ccccc34)ccc2n1C
13,0,-13,0,-1,-11,3,i,1,3,COCc1[nH]nc2c1C(c1ccnc3ccccc13)C(C#N)=C(N)O2 (stereo not drawn)

(list continues)
SMILES	AI-2 QS modul	HSP90 inh	HSF1 activator	HSF1 inhib	GSK3 alpha inh	Platelet DG rel	HDAC3 inhib	PolyA inh	GSK3beta inhib	Dyrk1A ADPGlo
CCN(CC(=O)NCc1ccc(Cl)cc1)C(=O)CCC(=O)c1ccc(C)cc1	15	.	7	15	-2	4	-1	i	0	-6
C[C@H]1CC[C@H]2C(=O)N3[C@H](c4ccccc4Br)[C@@H](C)CC[C@H]3C(=O)N2[C@@H]1c1ccccc1Br	17	0	4	14	2	-2	16	i	-5	.
O=C(O)c1cccc(-n2nc(-c3ccc(Cl)c([N+](=O)[O-])c3)c3ccccc3c2=O)c1	4	1	11	0	-1	-1	0	i	1	-2
Cc1cccnc1Nc1nc(-c2ccc(F)cc2)cs1	3	2	49	30	4	-2	2	i	1	6
FC(F)(F)c1cccc(N2CCN(c3nnnn3-c3ccccc3)CC2)c1	20	1	3	3	3	0	-2	i	2	6
Cn1c(C(=O)NCCc2ccccc2)cc(=O)n(C)c1=O	11	-1	-9	-7	-3	6	-5	i	1	4
CCN1CCN(CCCNC(=O)C2CCN(c3nnc(-n4cccc4)s3)CC2)CC1	9	-6	-2	1	-2	-4	-1	i	-3	6
CCc1ccc(N2C(=O)CN(Cc3sccc3C)C2=S)cc1	-1	3	-16	7	-1	2	12	i	3	0
CC(=O)c1ccc(C(=O)NC2CC(C)(C)Cc3c2cnn3-c2ccccc2)cc1 (stereo not drawn)	-1	2	12	2	0	-17	-7	i	2	0
COc1ccc(N(C)S(=O)(=O)c2cccc(C(=O)Nc3cc(OC)ccc3OC)c2)cc1	15	-1	-13	7	7	2	6	i	-2	-5
Cc1ccc(S(=O)(=O)N2CCN(CC(=O)NC3CCCc4ccccc43)CC2)cc1C (stereo not drawn)	7	7	37	22	1	-5	5	i	2	-5&1
COc1cc(CNC(C)(C)C)cc(Br)c1OCc1cccs1	13	2	11	-2	-3	4	1	i	4	-3
CCc1ccccc1NS(=O)(=O)c1ccc(OC)c2ncccc12	.	1	-16	-18	1	7	1	i	-4	6
COc1ccc(OC)c(CN2CCCC(CCC(=O)N(C)CCc3ccccn3)C2)c1 (stereo not drawn)	0	-2	-6	-6	0	24	2	i	1	0
CCOC(=O)N1CCN(Cc2nc(-c3ccc(Cl)cc3)no2)CC1	8	-1	-21	-12	.	5	5	i	-3	7
O=C(CSc1nc2ccc(Cl)cc2[nH]1)NC1CCCC1	7	1	44	15	-1	0	0	i	-1	3
COc1cc2nc(C3CCC3)n(NC(=O)C3CCC(OC)CC3)c(=O)c2cc1OC (stereo not drawn)	11	2	30	5	-2	8	-1	i	-2	2
Cc1cc(Cl)c(S(=O)(=O)N2CCN(c3ccc(F)cc3)CC2)cc1OCC(=O)NC1CCCCC1	13	-5	33	1	6	2	-1	i	2	4
COc1ccc(Cl)cc1N(CC(=O)Nc1ccc2c(c1)OCO2)S(C)(=O)=O	22	0	15	8	4	1	4	i	1	4
O=C(O)CC1=C(O)C(=O)N(c2ccccc2)C1c1ccc(Br)cc1 (stereo not drawn)	9	4	8	5	.	-3	1	i	-4	-5
